Screening results: PubChem, Sanford-Burnham Center for Chemical Genomics
APOBEC3G inh: blocks human APOBEC3G single-stranded DNA deamination; AID 493012; Q9HC16; inhibition, % at 20 µM; 0.28% of 330,000 active; recombinant A3G, ssDNA deamination FAM/TAMRA fluorescence;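 active = inhibition of at least 40% at 20 µM, with no more than 30% in the related APOBEC3A deaminase screen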;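 note: plate controls were DMSO wells with A3G for no effect and wells lacking A3G enzyme for full effect; some compounds called inactive have numbers as strong as hits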
Target sequence (Q9HC16 whole entry, looked up): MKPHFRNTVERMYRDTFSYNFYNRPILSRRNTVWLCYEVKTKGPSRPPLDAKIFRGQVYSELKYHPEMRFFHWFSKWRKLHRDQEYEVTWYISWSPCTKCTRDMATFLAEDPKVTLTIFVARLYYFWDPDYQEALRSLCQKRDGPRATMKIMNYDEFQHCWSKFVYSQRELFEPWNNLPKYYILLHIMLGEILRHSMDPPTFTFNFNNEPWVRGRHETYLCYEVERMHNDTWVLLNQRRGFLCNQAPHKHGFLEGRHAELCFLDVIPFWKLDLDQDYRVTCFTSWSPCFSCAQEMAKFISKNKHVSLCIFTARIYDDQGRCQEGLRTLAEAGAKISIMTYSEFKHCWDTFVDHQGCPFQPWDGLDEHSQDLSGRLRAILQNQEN
mIAP block: blocks mouse intestinal alkaline phosphatase | purified mouse IAP, CDP-Star luminescence, 30 min | inhibition, % at 10 µM | 0.2% of 330,000 active | AID 2806;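 active = inhibition of at least 40% at 10 µM in the primary screen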;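 note: plate controls were DMSO with enzyme for no effect and no enzyme wells for full effect; values of inactives mirror those of a sister screen read the other way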
hIAP act: increases human intestinal alkaline phosphatase activity; purified human IAP, CDP-Star luminescence, 30 min; stronger effect = higher value; 1 = vehicle-only enzyme, 0 = enzyme-free background; activation factor at 10 µM; 0.16% of 330,000 active;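 active = activation factor of the enzyme at least 2-fold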; note: the source names both 10 and 20 µM as test concentration; values of inactives mirror those of a sister screen read the other way
Target sequence (P09923 whole entry, looked up): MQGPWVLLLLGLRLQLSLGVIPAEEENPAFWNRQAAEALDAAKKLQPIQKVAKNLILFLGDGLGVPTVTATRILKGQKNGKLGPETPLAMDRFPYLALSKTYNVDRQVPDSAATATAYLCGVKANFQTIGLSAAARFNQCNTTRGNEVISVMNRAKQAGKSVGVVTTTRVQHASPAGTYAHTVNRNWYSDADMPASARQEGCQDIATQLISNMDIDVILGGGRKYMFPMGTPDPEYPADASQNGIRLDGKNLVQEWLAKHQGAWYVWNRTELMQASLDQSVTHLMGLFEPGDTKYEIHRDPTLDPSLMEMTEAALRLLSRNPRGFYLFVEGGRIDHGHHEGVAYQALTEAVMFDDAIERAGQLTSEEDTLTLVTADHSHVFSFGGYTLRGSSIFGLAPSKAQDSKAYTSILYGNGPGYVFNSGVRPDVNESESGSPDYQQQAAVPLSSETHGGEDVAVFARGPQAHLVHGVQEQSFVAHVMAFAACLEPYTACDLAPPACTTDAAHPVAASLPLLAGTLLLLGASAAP
MPTP inh: permeability transition pore inhibition | inhibition, % at 10 µM | isolated mouse mitochondria, Ca2+ swelling absorbance, 30 min | 1.4% of 360,000 active;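 active = inhibition of 50% or more, scaled per plate between neutral and stimulator controls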;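 note: 0% = DMSO wells given calcium and 100% = 1 mM EGTA wells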
APOBEC3A inh: human APOBEC3A DNA deaminase inhibition. recombinant A3A, FAM/TAMRA ssDNA deamination fluorescence. 0.41% of 330,000 active. inhibition, % at 20 µM. P31941;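 active = at least 40% inhibition at 20 µM here, with at most 30% in a related deaminase screen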;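 note: plate controls were A3A with DMSO for no effect and wells lacking A3A enzyme for full effect; some results filed as inactive read as strong as hits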
Target sequence (P31941 whole entry, looked up): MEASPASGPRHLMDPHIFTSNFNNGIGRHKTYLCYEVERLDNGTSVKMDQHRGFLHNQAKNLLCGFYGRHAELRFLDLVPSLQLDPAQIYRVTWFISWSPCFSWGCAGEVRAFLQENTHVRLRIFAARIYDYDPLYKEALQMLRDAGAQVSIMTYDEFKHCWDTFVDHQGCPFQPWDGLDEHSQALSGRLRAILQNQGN
mIAP activ: increases mouse intestinal alkaline phosphatase activity | muIAP, CDP-Star luminescence, 30 min; stronger effect = higher value; 1 = vehicle-only enzyme signal, 0 = enzyme-free wells | activation factor at 10 µM | 0.24% of 330,000 active;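 active = activation factor of at least 2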; note: the source names both 10 and 20 µM as test concentration; values of inactives mirror those of a sister screen read the other way
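System: mouse IAP enzyme. Reagent: CDP-Star chemiluminescent phosphatase substrate. Benchmarks: DMSO wells, no-enzyme wells. Times: 30 min enzyme-substrate-compound incubation at room temperature. Detection: luminescence from enzymatic CDP-Star hydrolysis. Doses: test compounds delivered from DMSO solution.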
GRIN3A LBD mod: modulators (binders) of human NR3A ligand-binding domain. 2.5% of 340,000 active. Tm shift relative to glycine control, % at 25 µM. NR3A LBD differential scanning fluorimetry, Tm shift; 0% = protein alone, 100% = glycine-bound protein;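 active = melting temperature shift of at least 10% of the positive control shift, at one fixed dose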
beta cell repl: inducers of beta-cell replication in MIN6 cells; MIN6 cells proliferation, ATPlite luminescence, 48 h; cells starved in 0.2% serum; 100% = growth in 10% serum; proliferation, % at 10 µM; 0.29% of 330,000 active; AID 2380;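 active = compounds whose signal lies at least 3.5 SD above the mean of all wells on their plate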;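 note: 0% = DMSO-treated cells in low-serum medium and 100% = 10% serum control; some compounds called inactive have numbers as strong as hits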
hIAP block: human IAP inhibition; AID 2544; inhibition, % at 10 µM; 0.12% of 330,000 active; purified IAP, CDP-Star luminescence, 30 min;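 active = inhibition reaching a set limit with compound at 10 µM in the primary screen, cut at about 35% in these data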;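 note: plate controls were DMSO wells with enzyme for no effect and no-enzyme buffer wells for full effect; values of inactives mirror those of a sister screen read the other way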
* hit, by the source's call; / = not tested or not shown.

SMILES	APOBEC3G inh	mIAP block	hIAP act	MPTP inh	APOBEC3A inh	mIAP activ	GRIN3A LBD mod	beta cell repl	hIAP block
C#CC[N+]1(CC#Cc2ccc(C#CC[N+]3(CC#C)CCOCC3)cc2)CCOCC1	-5	-1	1	-1.8	0	1	0	-2	-4
COc1cccc(C(=O)NNC(=O)c2ccc3ccccc3c2O)c1	4	30	1.2	4.7	2	0.7	-1	-2	-24
O=C(Cn1ccccc1=O)NCc1ccc(F)cc1	-9	9	0.93	0.3	-2	0.91	1	3	8
CC(C)(C)OC(=O)N1CCC(CNC(=O)c2cccs2)CC1	0	15	0.96	2.6	2	0.85	2	1	4
CCOC(=O)N1CCN(C(=O)c2nc3ccccc3s2)CC1	0	1	1.1	0.0	4	0.99	1	-2	-6
CC(C)(C)[C@H]1C=C(C(=O)NCc2ccccc2)O[C@@H](OCc2ccc(CO)cc2)C1	0	1	0.91	0.0	1	0.99	-8	5	9
Cc1cccc(NC(=O)CCC(=O)N2CCOCC2)n1	-5	4	1.1	-1.8	-3	0.96	-2	0	-9
O=C(CCC1CCCN(C(=O)CC2=CCCCC2)C1)N1CCN(c2ccccn2)CC1 (stereo unspecified)	2	-4	1	0.6	1	1	-2	-2	-4
CC(C)(C)N(Cc1ccccc1)C(=O)COC(=O)c1ccccc1SCC(=O)N1CCCC1	-7	-2	0.96	-1.2	0	1	-2	3	4
CCc1ccc(NC(=O)Nc2cccs2)cc1	-4	-21	1	-4.8	-2	1.2	9	-7	-2
COc1ccc(CCNC(=O)COC(=O)c2ccc(C)s2)cc1	-7	4	0.95	1.2	-1	0.96	2	-1	5
Cc1ccc(NNC(=O)CCc2ccccc2)c(C)c1	1	1	1	1.4	-1	0.99	0	-3	-5
O=C(CN(Cc1ccccc1Cl)C(=O)c1csnn1)NCc1ccc2c(c1)OCO2	0	-4	1	-0.3	-1	1	-4	-3	-1
Cc1c(C(=O)N/N=C/c2ccc(N3CCOCC3)cc2)nc2ccccn12	-7	4	0.93	-0.4	-4	0.96	0	-2	7
C=CCSc1nnc(-c2ccccc2NC(C)=O)c(=O)[nH]1	-6	-2	1.1	-1.5	-3	1	1	2	-6
COc1ccc(S(=O)(=O)Cc2ccc(C(=O)NC3CCC(C)CC3)o2)cc1 (stereo unspecified)	-7	2	1.4	-0.7	-6	0.97	-3	-2	-36
CCCCN(C(=O)c1ccc(N2C(=O)c3ccccc3C2=O)cc1)c1c(N)n(CC(C)C)c(=O)[nH]c1=O	-5	6	0.96	-0.7	-3	0.94	2	2	4
Cc1ccc(C(=O)Nc2nn(C)c3cccc(F)c23)cc1	-6	2	1.1	3.5	-4	0.98	5	-2	-7
COc1ccccc1CCNC(=O)C(=O)NCC1OCCN1S(=O)(=O)c1ccc2c(c1)OCCO2 (stereo unspecified)	-3	-2	1.2	-1.1	-3	1	2	1	-15
Cc1ccc(S(=O)(=O)N2CCN(C(=O)CSc3nnnn3C)C2)cc1	-1	2	0.99	0.6	2	0.98	1	1	1
CC(=O)Nc1ccc(S(=O)(=O)Nc2ccccn2)cc1	-5	9	1.1	-0.4	-2	0.91	0	-2	-9
COc1cccc(CN(C)C(=O)CCC(=O)c2cc(Br)ccc2OC)c1	-1	8	1.1	-1.2	0	0.92	4	-2	-5
O=C(CSC(=S)N1CCCC1)Nc1cc2c(cc1Br)OCCO2	-7	-6	0.94	-1.5	-4	1.1	-1	1	6
CCc1nnc(NC(=O)CN2C(=O)/C(=C/c3ccc(OC)c(OC)c3)SC2=S)s1	-5	18	0.95	/	-2	0.82	/	1	5
COc1ccc(/C=C(\C#N)C(=O)NCc2cccs2)cc1OC	-9	2	0.97	-1.2	-4	0.98	-3	5	3
O=C(NCCCN1CCOCC1)c1ccc(Sc2ccccc2Cl)c([N+](=O)[O-])c1	2	2	1.1	2.1	0	0.98	18*	-2	-11
CCN(CC(=O)Nc1c(F)cccc1F)C(=O)CCCOc1ccc(OC)cc1	-10	5	0.84	-0.6	-4	0.95	1	2	16
Cc1ccc(NS(=O)(=O)c2ccc(CCC(=O)NCc3ccccn3)cc2)cc1	-5	0	1	-1.0	-1	1	1	2	-4
COc1ccc(-c2csc3nc(-c4ccccc4)oc(=O)c23)cc1OC	-4	9	0.9	1.5	4	0.91	3	2	10
Cn1nc(-c2ccc(Cl)cc2)c2cc(C(=O)N3CCN(c4ccccc4)CC3)sc21	-6	7	0.91	0.7	-3	0.93	0	-4	9
COc1ccccc1C(c1nnnn1CC1CCCO1)N1CCC(C(N)=O)CC1 (stereo unspecified)	-2	-7	1	-2.4	0	1.1	-3	0	-4
CC(=O)Nc1ccc(S(=O)(=O)NCC(=O)OCC(=O)c2ccc[nH]2)cc1	-1	0	0.95	-2.1	1	1	-1	-3	5
COc1ccc(/C=N/N2C(=O)CSC2=S)cc1Br	-15	22	1.1	3.5	-1	0.78	-5	0	-13
O=C(Nc1ccc(-n2cccn2)cc1)C1CCN(Cc2ccsc2)CC1	-3	-12	1.4	1.6	-4	1.1	0	-4	-38
COc1ccccc1NC(=O)CN1CCN(c2ccccn2)CC1	0	3	1.1	1.5	0	0.97	1	-3	-11
CCCSc1nnc(-c2c[nH]c3ccccc23)n1CC	-3	0	0.85	-0.8	-4	1	1	0	15
FC(F)(F)c1nc(NCc2ccccc2)c2nnn(Cc3ccccc3)c2n1	8	-4	0.96	4.5	4	1	2	-2	4
Cc1cccc(/C=N\NC(=O)c2csnn2)c1	-3	23	0.82	-1.5	12	0.77	-3	-3	18
NC(=O)C1CC(=O)N(c2ccc(OCC(=O)Nc3ccc(F)cc3)cc2)C1 (stereo unspecified)	-4	-10	0.94	-1.2	2	1.1	0	-1	6
O=C(COC(=O)CNS(=O)(=O)c1c(F)cccc1F)NC(=O)NC1CCCCC1	-6	0	1.1	-0.1	-2	1	2	-2	-7
Cc1cccc(C)c1N1CCN(S(=O)(=O)N(C)C)CC1	-8	-1	1	-1.0	-2	1	-4	2	-4
COc1ccc(NC(=S)NCC(O)c2ccccc2)c(OC)c1 (stereo unspecified)	-7	-1	0.97	2.2	-5	1	-3	-2	3
CCOc1ccc(NC(=O)CN(C)C(=O)Cn2c(=O)cnc3ccccc32)cc1OCC	2	-3	0.97	-1.4	1	1	0	4	3
CC(=O)Nc1ccc(S(=O)(=O)n2nc(C)cc2C)cc1	-6	1	0.83	-2.0	-3	0.99	1	-2	17
CN(C)S(=O)(=O)c1ccc(N=Cc2c(C(F)(F)F)[nH]n(C)c2=O)cc1	-7	1	0.87	1.5	-5	0.99	-1	-2	13
COc1ccccc1NC(=O)Cc1noc(CN(C)Cc2cccs2)n1	-3	6	0.89	-2.0	-1	0.94	-3	0	11
Cc1ccc(/C=C2\SC(=S)N(CCC(=O)N3CCOCC3)C2=O)cc1	-5	3	0.72	-0.6	-4	0.97	3	3	28
O=C(COC(=O)c1ccc[n+]([O-])c1)Nc1cc([N+](=O)[O-])ccc1Cl	-2	3	1.2	1.1	1	0.97	1	-4	-15
Cc1ccc(NS(=O)(=O)c2cccc(C(=O)NN3CCOCC3)c2)cc1	-9	-2	0.94	/	-1	1	/	-3	6
COc1ccc(CNC(=O)CN2C(=O)NC(c3ccccc3)(c3ccccc3)C2=O)cc1	0	-8	1.2	0.6	0	1.1	-1	-6	-19
Cn1c(=O)cc(OCCCC(=O)NCCN2CCN(c3ccccc3F)CC2)c2ccccc21	-3	-12	0.98	0.1	-2	1.1	0	2	2
CCOC(=O)N1CCC(NC(=O)CCC(=O)N2CCOc3ccc(C)cc32)CC1	-5	4	1	-4.8	-5	0.96	0	-1	-4
COc1ccc(C(=O)COC(=O)CNC(=O)c2ccc(OC)cc2)cc1	-11	4	1.1	0.0	0	0.96	11*	-4	-14
COc1ccc(C(=O)NCCS(=O)(=O)NC2CCCC2)cc1	-7	3	0.96	-0.1	1	0.97	-1	-3	4
CCOC(=O)c1c(C)[nH]c(C(=O)COC(=O)c2ccc(F)c(S(=O)(=O)N3CCOCC3)c2)c1C	-9	3	1.1	0.6	-3	0.97	-3	1	-7
COc1ccc(Nc2oc(-c3ccc(OC)cc3)nc2C#N)cc1	-2	-5	1.2	1.6	-4	1	0	0	-15
CCCc1nc(NCc2ccccc2)c(C#N)c2c1CCCC2	-4	2	1.2	5.3	-2	0.98	-1	-6	-21
c1ccc(Nc2ccccc2)cc1	-6	-9	1.1	2.1	0	1.1	0	-1	-13
O=C(COC(=O)c1cc(=O)[nH]c2ccccc12)Nc1ccccc1F	1	-5	0.98	-0.4	2	1.1	1	1	2
CCCCNC(=O)C(CC)Sc1nc2sc(C(=O)OC)c(C)c2c(=O)n1N (stereo unspecified)	-9	20	0.93	5.5	2	0.8	-2	-2	7
More compounds
SMILES	APOBEC3G inh	mIAP block	hIAP act	MPTP inh	APOBEC3A inh	mIAP activ	GRIN3A LBD mod	beta cell repl	hIAP block
COc1ccccc1OCC(=O)Nc1cccc(S(=O)(=O)NC2=NCCCCC2)c1	3	-3	1.1	0.1	4	1	1	-5	-12
COC(=O)CSc1nc2ccc(NC(=O)CSc3nnnn3Cc3ccccc3)cc2s1	-1	1	0.86	0.4	1	0.99	-6	-6	14
C#CCOCCOCCOCCNc1nc(N2CCN(C(=O)C([C@@H](C)O)n3cc([C@@H](N)CCCCN)nn3)CC2)nc(N2CCN(C(=O)[C@H](CCCCN)n3cc([C@@H](N)CC(N)=O)nn3)CC2)n1 (stereo partly specified)	-6	-12	0.96	-0.9	-5	1.1	3	-2	4
O=C(O)CCCC(=O)N1CCC(C(O)(c2ccccc2)c2ccccc2)CC1	-6	0	1	0.1	1	1	0	2	-3
CC1(C(=O)CSc2ncn[nH]2)CCC(=O)O1 (stereo unspecified)	0	7	1.2	/	-3	0.93	/	-3	-22
COc1ccc(/C=C2\SC(=O)N=C2N)cc1OC	-5	5	0.98	-0.7	-2	0.95	-11	1	2
COc1ccc(NS(=O)(=O)c2cc(N/C(=N\S(=O)(=O)c3ccccc3)c3ccc(F)cc3)ccc2Cl)cc1	-8	4	1	-20	6	0.96	-5	-4	-1
CN1CCN(C2CCN(c3cccc(Cl)c3)CC2)CC1CCO (stereo unspecified)	-7	-2	0.96	-0.6	1	1	1	-3	4
CC(=O)NN1C(=O)c2ccc(Oc3cccc([N+](=O)[O-])c3)cc2C1=O	-6	6	0.92	0.2	-4	0.94	-1	0	8
Nc1nc(NCCc2ccccc2)nc(NCc2ccccc2)c1[N+](=O)[O-]	-7	6	0.96	2.0	-7	0.94	-7	-2	4
CC1(C)Cc2cccc(OCC(=O)Nc3ccc(OCC(N)=O)cc3)c2O1	-4	-20	1	-0.3	-9	1.2	0	-4	-4
CN(CC(=O)Nc1c(Cl)cccc1Cl)C(=O)CCCN1C(=O)c2ccccc2C1=O	-1	-4	1.1	-1.2	2	1	-1	-1	-8
CC[C@]12c3[nH]c4ccc(Cl)cc4c3CCN1C(=O)[C@@H](CC(=O)NCc1cccc(C(F)(F)F)c1)C[C@@H]2C(=O)N1CCN(C(=O)c2ccco2)CC1	4	-8	/	-1.3	3	1.1	-7	/	/
O=C(COc1cccnc1[N+](=O)[O-])Nc1ccc(Cl)c(S(=O)(=O)N2CCOCC2)c1	-5	2	0.9	0.9	1	0.97	-1	-2	10

Marked active in GRIN3A LBD mod (from the list above):
compound,APOBEC3G inh,mIAP block,hIAP act,MPTP inh,APOBEC3A inh,mIAP activ,GRIN3A LBD mod,hIAP block
O=C(NCCCN1CCOCC1)c1ccc(Sc2ccccc2Cl)c([N+](=O)[O-])c1,2,2,1.1,2.1,0,0.98,18*,-11
COc1ccc(C(=O)COC(=O)CNC(=O)c2ccc(OC)cc2)cc1,-11,4,1.1,0.0,0,0.96,11*,-14
